Source: PubChem BioAssay
PLC-beta3 inh – human PLC-beta3 inhibitors, primary screen, biochemical, fluorescence. 1-phosphatidylinositol 4,5-bisphosphate phosphodiesterase beta-3 (Homo sapiens), Q01970. Purified PLC-beta3, fluorogenic substrate. inhibition, % at 12.2 µM. hit rate 0.18% among 370,000. AID 720704, 2013; in the data active means inhibition above about 11%;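 further: 0% = median of compound wells on plate and 100% = full blocker control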
PLCg1 inh – PLC-gamma1 enzyme inhibitors, primary screen, biochemical, fluorescence, purified enzyme; AID 720700, 2013; inhibition, % at 12.2 µM; hit rate 0.84% among 370,000; fluorogenic substrate; in the data active means inhibition above about 9.5%
DAX1 inh-1 – DAX1 (NR0B1) inhibitors on StAR promoter, primary screen, cell-based, luminescence, SF-1 (NR5A1), full-length DAX-1; HEK293T StAR-luciferase reporter, SF-1/DAX-1 repression relief; hit rate 1.1% among 370,000; AID 652010, 2013; inhibition, % at 6.8 µM;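 active means inhibition above the mean over all tested compounds plus 3 SD, cut at about 3.6% in these data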;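 further: 0% = DAX-1 cells with DMSO and 100% = cells lacking DAX-1 with DMSO; higher inhibition means more luminescence from relief of DAX-1 repression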
ssDAF12 agonist – S. stercoralis DAF-12 nuclear receptor activators, primary screen, cell-based, luminescence, HEK293, GRIP1 co-expression, lit1-tk-luc; HEK293 ssDAF-12/GRIP1 lit1-tk-luc reporter; % of 3 µM dafachronic acid response; activation, % at 6.8 µM; hit rate 1% among 370,000; AID 652126, 2013;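 active means activation above the mean over all tested compounds plus 3 SD, cut at about 0.9% in these data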;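 further: 0% = DMSO-only wells and 100% = 3 µM delta7-dafachronic acid wells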
GAA850 FXN act – FXN promoter activators, primary screen, cell-based, luciferase luminescence, HEK293 lucGAA850; HEK293 lucGAA850 FXN promoter luciferase reporter, 24 h; percent of 10 µM SAHA response; activation, % at 6 µM; hit rate 0.56% among 360,000;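 active means activation above the average of all compounds screened plus 3 SD, cutoff fixed separately per campaign, cut at about 7.5% in these data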;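 further: 0% = DMSO wells and 100% = 10 µM SAHA wells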
ADAM17 inh – ADAM17 inhibitors, primary screen, biochemical, QFRET; Disintegrin and metalloproteinase domain-containing protein 17 (Homo sapiens), P78536; recombinant ADAM17, EDANS/DABCYL FRET peptide cleavage; inhibition, % at 6.95 µM; hit rate 0.83% among 370,000; AID 720648, 2013;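 active means inhibition above the mean of compounds lying between control limits plus 3 SD, set per campaign, cut at about 8.5% in these data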;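 further: 0% = DMSO-only wells as the low control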
Target sequence (P78536 215-824 limits assumed): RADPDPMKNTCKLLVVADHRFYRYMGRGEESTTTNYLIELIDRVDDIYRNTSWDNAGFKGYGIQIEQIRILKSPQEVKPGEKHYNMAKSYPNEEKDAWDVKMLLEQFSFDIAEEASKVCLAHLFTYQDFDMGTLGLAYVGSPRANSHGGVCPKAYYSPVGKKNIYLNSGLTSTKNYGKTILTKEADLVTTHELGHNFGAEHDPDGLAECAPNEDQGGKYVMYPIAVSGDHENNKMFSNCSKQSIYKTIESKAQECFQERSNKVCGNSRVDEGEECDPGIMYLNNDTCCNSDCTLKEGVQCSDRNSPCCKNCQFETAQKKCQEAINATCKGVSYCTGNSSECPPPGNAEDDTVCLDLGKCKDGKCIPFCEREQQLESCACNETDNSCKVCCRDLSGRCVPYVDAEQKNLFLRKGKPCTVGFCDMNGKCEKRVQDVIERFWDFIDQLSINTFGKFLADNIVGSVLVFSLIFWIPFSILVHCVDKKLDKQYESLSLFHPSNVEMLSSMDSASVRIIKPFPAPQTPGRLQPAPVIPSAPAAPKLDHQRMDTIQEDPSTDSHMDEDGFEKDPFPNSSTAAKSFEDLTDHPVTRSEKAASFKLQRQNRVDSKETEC
sPLA2-III inh – human group III sPLA2 inhibitors, primary screen, biochemical, QFRET, BODIPY PC-A2 liposome substrate. Group 3 secretory phospholipase A2 (Homo sapiens), Q9NZ20. QFRET BODIPY PC-A2 liposome hydrolysis, fluorescence. inhibition, % at 12.2 µM. hit rate 0.56% among 370,000;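 active means inhibition above mean plus 3 SD of compounds lying within the high and low control bounds, cut at about 19% in these data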;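 further: 0% = median of test compound wells and 100% = no enzyme DMSO wells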
ADAM10 inh – human ADAM10 inhibitors, primary screen, biochemical, QFRET, HTS; Disintegrin and metalloproteinase domain-containing protein 10 (Homo sapiens), O14672; recombinant ADAM10, EDANS/DABCYL FRET peptide cleavage, 3 h; inhibition, % at 7 µM; hit rate 0.62% among 370,000;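 active means inhibition above a per-campaign cutoff equal to the mean of compounds falling between control-based bounds plus 3 SD, cut at about 20% in these data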;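 further: 0% = DMSO wells while the 100% control is not disclosed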
DAX1 inh-2 – DAX1 (NR0B1) inhibitors, primary screen, cell-based, HEK293, Gal4-DAX1, luciferase luminescence; Nuclear receptor subfamily 0 group B member 1 (Homo sapiens), P51843; HEK293 Gal4-DAX1 luciferase reporter; inhibition, % at 6.75 µM; hit rate 0.99% among 340,000; AID 504766, 2011;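 active means inhibition above the mean over all tested compounds plus 3 SD, cut at about 4.2% in these data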;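 further: 0% = DAX1-transfected cells with DMSO and 100% = empty-vector control cells with DMSO; inhibition shows as a rise in luminescence from relieved DAX1 repression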
Target sequence (P51843 207-470 limits assumed): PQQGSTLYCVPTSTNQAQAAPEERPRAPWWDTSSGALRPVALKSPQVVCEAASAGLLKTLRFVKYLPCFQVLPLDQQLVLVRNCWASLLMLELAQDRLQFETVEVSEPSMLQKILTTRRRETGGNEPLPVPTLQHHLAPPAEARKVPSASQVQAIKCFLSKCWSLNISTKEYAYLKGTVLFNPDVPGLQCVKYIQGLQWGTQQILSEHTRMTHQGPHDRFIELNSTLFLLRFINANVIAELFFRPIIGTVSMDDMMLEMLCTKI
hgDAF12 agonist – H. glycines DAF-12 receptor agonists, primary screen, cell-based, luminescence, HEK293, GAL4 fusion, UAS-luciferase; Nuclear hormone receptor DAF-12 (Heterodera glycines), GAL4 fusion; HEK293 GAL4-hgDAF12 UAS-luciferase reporter, agonist luminescence; normalized to butyrate control; activation, % at 6.8 µM; hit rate 1.8% among 370,000;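 active means activation above a cutoff set at the mean of all screened compounds plus 3 SD, cut at about 10% in these data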;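 further: 0% = DMSO wells and 100% = sodium butyrate wells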
hcDAF-12 act – H. contortus DAF-12 nuclear receptor activators, primary screen, cell-based, luminescence, HEK293, lit1-tk-luc reporter | HEK293 hcDAF-12 lit1-tk-luc reporter; 0% DMSO, 100% Δ7-dafachronic acid | activation, % at 6.8 µM | hit rate 1.4% among 370,000;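 active means activation above the mean of all tested compounds plus 3 SD, cut at about 5.5% in these data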;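 further: 100% = response to 3 µM Δ7-dafachronic acid high control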
Numbers without * were called inactive; i = inactive; x = not tested or not shown; & = joins results of further samples; ! = not active in a repeat.

The line under a structure holds: DAX1 inh-2	hcDAF-12 act	ssDAF12 agonist	PLCg1 inh	sPLA2-III inh	GAA850 FXN act	ADAM17 inh	DAX1 inh-1	hgDAF12 agonist	PLC-beta3 inh	ADAM10 inh
1	COc1cc2ccccc2cc1C(=O)Nc1ccc(Cl)cn1
    0.9	3.0	-0.3	-0.7	-0.7	6.8	0.5	0.3	5.2	-5.1	3.5
2	O=C(COc1ccccc1[N+](=O)[O-])NCC1(N2CCCCC2)CCCCC1
    -0.2	1.2	0.2	-0.5	4.8	-0.3	-1.2	1.1	1.9	-5.2	-4.7
3	O=C(CSc1ccccc1C(=O)NCc1ccccc1)NC1CCCCCCC1
    -2.4	1.0	-1.2	-0.5	-7.1	-0.9	3.4	0.1	-0.6	1.0	-0.3
4	C[C@H](NC(=O)c1nc[nH]c1C(=O)N[C@@H](CCCCNC(=O)OC(C)(C)C)C(=O)OC(C)(C)C)c1ccccc1
    -0.5	-0.4	-1.9	2.3	-9.1	0.9	11.6*	-0.6	-0.7	2.1	21.2*
5	O=C(/C=C/c1ccc(F)cc1)NC(=S)Nc1ccccc1
    0.5	1.4	-1.2	-9.3	-5.4	4.9	1.0	0.1	2.5	-4.2	5.0
6	O=C(O)CCC1(CCC(=O)O)CCCC(CCC(=O)O)(CCC(=O)O)C1=O
    0.6	-0.9	-1.2	-2.8	-1.5	0.9	-1.5	-2.0	-0.8	1.4	1.7
7	CCNc1nc(NCC)n2c(SCC(=O)N(CC)C3CCCCC3)nnc2n1
    -2.4	-2.8	-1.0	-0.6	2.6	-0.2	2.9	-0.3	0.9	1.9	3.1
8	C#CCOCCOCCOCCNc1nc(N2CCN(C(=O)C([C@@H](C)O)n3cc([C@@H](N)CCCCN)nn3)CC2)nc(N2CCN(C(=O)[C@H](CCC(=O)O)n3cc([C@@H](N)CCCCN)nn3)CC2)n1 (some centres undefined)
    0.5	-2.0	-0.7	2.2	-4.2	0.1	-0.6	-0.4	-0.3	2.4	0.1
9	COCCn1c(=O)[nH]c(=O)c2c(C(F)(F)F)cc(-c3cccs3)nc21
    0.8	1.5	0.0	-288.6	5.8	6.7	i	-0.3	2.6	-287.0	i
10	CCn1c(CCNC(=O)c2ccc(Cl)cc2Cl)n[nH]c1=S
    2.2	-0.7	-0.9	0.6	9.7	-0.3	4.1	0.7	-0.7	4.3	-4.0

Remaining list, next part
The line under a structure holds: DAX1 inh-2	hcDAF-12 act	ssDAF12 agonist	PLCg1 inh	sPLA2-III inh	GAA850 FXN act	ADAM17 inh	DAX1 inh-1	hgDAF12 agonist	PLC-beta3 inh	ADAM10 inh
11	CC(C)C(=O)Nc1cccc2nsnc12
    1.9	0.8	-1.4	-135.4	-7.7	1.2	0.3	-0.1	1.3	-156.0	-1.8
12	Brc1cccc(OCCCCN2CCCCC2)c1
    -1.9	-2.4	-1.5	4.9	12.0	1.0	-5.5	-0.2	2.1	0.6	-13.4
13	Cc1cc(/C=N/O)c(C)n1-c1ccc(Br)cc1
    -0.6	-0.5	-0.9	-3.5	-4.0	2.2	-1.5	-0.5	-1.2	-3.1	-8.2
14	CCN(CC)S(=O)(=O)c1ccc(Cl)c(NC(=O)COC(=O)c2cc(-c3ccccc3Cl)nc3ccccc23)c1
    0.2	-2.4	-0.9	-1.0	3.6	0.1	-3.1	0.1	-3.0	1.1	-5.1
15	CSc1nc2c([nH]1)c(=S)n(C)c(=O)n2C
    -2.3	-1.1	-1.1	2.5	-2.1	-1.4	-5.3	0.0	0.2	5.0	-13.9
16	COCCNC(=O)NC12CC3CC(CC(C3)C1)C2
    0.7	1.4	-1.3	-1.3	2.0	5.9	-1.5	0.4	0.3	0.1	12.0
17	COc1ccc(Cl)cc1NC(=O)CN(C)C(=O)CCNC(=O)c1ccccc1OC
    0.3	-1.4	-0.8	1.0	-8.1	-0.3	-0.1	0.1	-2.9	-2.3	0.4
18	Cc1ccc2c(C)nc(/N=C(\N)NC(=O)N3c4ccccc4Sc4ccccc43)nc2c1
    0.5&1.2	10.3*!	0.3&0.6	-7.2&-0.8	7.4&12.8	0.0&2.0	-5.0&-1.4	-0.4&-0.4	3.2&2.8	-7.5&1.2	-12.8&-1.8
19	COCC(=O)N1CCC(Oc2ccc(C(=O)NCCCn3cccn3)cc2)CC1
    -0.4	-1.4	-0.9	-1.6	5.6	1.7	-1.9	0.1	0.5	-3.0	-6.5
20	Cc1ccc(CNC(=O)COC(=O)c2c(C)noc2C)cc1
    0.3	-1.2	-0.8	4.5	-2.4	-0.9	-2.5	0.6	-1.7	-2.9	-1.9

Next compounds
The line under a structure holds: DAX1 inh-2	hcDAF-12 act	ssDAF12 agonist	PLCg1 inh	sPLA2-III inh	GAA850 FXN act	ADAM17 inh	DAX1 inh-1	hgDAF12 agonist	PLC-beta3 inh	ADAM10 inh
21	O=C(Nc1ccc(OC(F)(F)F)cc1)c1n[nH]c(Cn2cncn2)n1
    0.7	-1.0	-0.7	6.0	-2.8	2.2	2.0	0.9	1.0	7.1	19.2
22	O=C(O)c1ccccc1C(=O)c1cccc2c(F)cccc12
    1.9	-0.2	-0.9	-0.1	-8.3	-1.1	1.2	-1.6	-3.0	-1.0	4.7
23	CCC(C)c1ccc(O)c(/C=N/O)c1 (centres undefined)
    0.6	0.3	-0.9	-5.7	-77.3	3.1	-1.8	0.8	2.3	-6.1	0.8
24	CCOC(=O)N1CCN(C2=NC3(CCCCC3)C(C#N)C(=O)N2)CC1 (centres undefined)
    -0.3	0.5	-0.4	-0.7	1.3	1.4	-2.7	-0.7	-0.2	-0.5	3.1
25	O=C(Nc1ccccc1C(=O)OCn1nnc2ccccc2c1=O)c1ccco1
    0.5	-1.4	-1.0	-4.8	-5.5	-0.4	-4.5	0.1	-0.7	-4.6	-8.5
26	COc1cc(-c2noc(CCC(=O)NC3CCCCC3)n2)cc(OC)c1OC
    1.0	-3.6	-1.7	1.0	1.2	-1.0	0.9	-0.6	-0.3	-0.3	-12.9
27	COc1ccccc1C(=O)NNC(=O)c1cccc(Br)c1
    2.2	4.7	0.2	3.0	-2.0	3.8	-2.9	1.4	9.3	-3.4	4.0
28	Clc1ccccc1OCCN1CCCCC1
    -0.3	2.5	-1.1	-1.1	13.4	-0.2	-0.7	0.5	-1.3	0.8	-7.9
29	Cc1c(C#N)c2ncn(CC#N)c(=O)c2n1-c1ccccc1
    0.8	-0.5	-1.4	9.7*	-0.5	-0.7	2.6	-0.5	-1.2	3.4	-3.1
30	Cc1ccc(-n2nnnc2SCC(=O)NCCC2=CCCCC2)c(C)c1
    -2.4	-1.2	-2.0	-0.6	-15.9	0.9	1.3	-0.2	0.0	-1.8	10.2

(listing goes on)
The line under a structure holds: DAX1 inh-2	hcDAF-12 act	ssDAF12 agonist	PLCg1 inh	sPLA2-III inh	GAA850 FXN act	ADAM17 inh	DAX1 inh-1	hgDAF12 agonist	PLC-beta3 inh	ADAM10 inh
31	CC(C)(C)c1cc(C(=O)NNc2cccc(Cl)c2)n(Cc2ccccc2)n1
    -0.6	0.9	-1.1	0.7	7.8	-2.4	5.2	-0.7	-0.3	-0.9	2.5
32	Cc1cc(C2=CC(=O)C[C@H](c3ccc4c(c3)OCO4)C2)ccc1F
    0.1	-2.3	-1.4	2.6	6.4	2.5	-3.7	0.9	-0.4	0.5	3.8
33	Cc1[nH]c2ccccc2c1CCNS(=O)(=O)c1ccc(S(N)(=O)=O)cc1
    0.4	-0.4	-1.1	2.5	-29.9	-1.3	-1.7	-0.7	-2.1	-0.7	-2.8
34	Cc1cc(C)cc(N(CC(=O)NC2CCCCC2)C(=O)CCCC(=O)Nc2ccccn2)c1
    0.6	-2.8	-0.5	1.4	-3.3	-1.8	0.2	-0.2	1.0	-6.0	0.5
35	Cc1ccc2[nH]c(=O)c(C(c3nnnn3CC3CCCO3)N3CCCc4ccccc43)cc2c1 (centres undefined)
    -0.8	3.2	-1.0	-23.5	-3.0	0.3	-11.4	0.9	-0.8	-37.3	-48.9
36	Cn1c(SCC(=O)NC2CCCC2)nc2cccnc21
    -0.1	2.1	-0.8	-1.2	-1.5	1.8	-5.5	-0.8	-0.1	-1.0	1.9
37	COc1ccc(C(=O)OCC(=O)Nc2sccc2C(N)=O)cc1[N+](=O)[O-]
    -2.1	-2.1	-1.0	1.0	15.3	-1.2	-6.2	-2.3	0.7	-9.3	-19.7
38	CC(C(=O)NCCc1ccc(Cl)cc1)n1c(=O)c2cccn2c2cccnc21 (centres undefined)
    1.3	0.0	-0.9	-3.5	0.9	1.1	-8.2	-0.2	0.3	-8.9	-16.7
39	O=C(COC(=O)c1ccc(Br)o1)Nc1cccc(S(=O)(=O)N2CCCCC2)c1
    -1.5	0.9	-0.8	-0.5	-24.9	0.8	3.0	0.3	-1.1	-0.8	1.9
40	O=C(c1cccc(Br)c1)N1CCCc2ccccc21
    0.0	-0.6	-0.8	0.5	-1.9	-0.2	-4.9	0.2	3.6	-5.8	-5.0
41	COC(=O)c1ccc(CO/N=C/c2ccc(OC)cc2)o1
    -0.4	0.4	-0.9	8.8	-2.7	3.7	6.0	1.3	2.6	-2.3	4.2
42	CCOc1ccc(-n2c(SCC(=O)Nc3ccc(S(=O)(=O)Nc4cc(C)nc(C)n4)cc3)nnc2-c2ccco2)cc1
    x	-0.8	-0.8	-1.0	-35.5	x	0.0	0.5	-0.9	3.3	5.0
